Screens as filed in PubChem.
FID counter: fluorescent intercalator displacement, NS3 helicase counter-screen; DNA fluorescent intercalator displacement, fluorescence; inhibition, % at 7.9 µM; hit rate 0.17% among 290,000; in the data active means inhibition above about 37%;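 further: 0% = vehicle and 100% = reference compound; higher means more ethidium bromide displaced from hairpin DNA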
OXTR agonist: human OXTR agonism | hit rate 0.32% among 320,000 | activation, % at 3 µM | AID 2435 | CHO-OTR cells, Fluo-8 calcium fluorescence; normalized: DMSO 0%, oxytocin 100% | P30559;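 active means activation above the mean of all tested compounds plus 3 SD, cutoff set per screening run, cut at about 20% in these data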;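 further: peak over basal fluorescence ratio from a 100 s FLIPR kinetic read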
Target sequence (P30559 whole entry, looked up): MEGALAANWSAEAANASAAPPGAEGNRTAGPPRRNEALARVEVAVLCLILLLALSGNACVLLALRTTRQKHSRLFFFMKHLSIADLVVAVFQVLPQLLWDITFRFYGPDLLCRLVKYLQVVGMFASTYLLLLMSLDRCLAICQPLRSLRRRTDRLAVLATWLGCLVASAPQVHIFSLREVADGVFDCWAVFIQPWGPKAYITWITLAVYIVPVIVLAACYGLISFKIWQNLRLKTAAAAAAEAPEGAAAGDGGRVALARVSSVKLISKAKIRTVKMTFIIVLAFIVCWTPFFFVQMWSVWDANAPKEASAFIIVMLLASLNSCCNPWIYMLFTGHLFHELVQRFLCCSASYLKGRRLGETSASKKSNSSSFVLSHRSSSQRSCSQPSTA
NALP1 inh: inhibitors of NALP1 inflammasome in yeast; S. cerevisiae NALP1/ASC/caspase-1 growth, X-gal OD620, 72 h; inhibition, % at 10 µM; hit rate 0.61% among 280,000; in the data active means inhibition mostly above about 24%, no sharp cut-off; inactive means mostly below about 32%; further: some compounds called inactive have numbers as strong as hits
MEKK3 PB1 HTS: MEKK3-MEK5 PB1 interaction, increase or decrease; Q99759; bead-based flow cytometry, Alexa488-MEK5 binding to MEKK3; actives lie on both sides; 0 = blocked by unlabeled MEK5, 100 = vehicle; binding response (% of control), % at 10 µM; hit rate 1.4% among 290,000; AID 1529;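 active means binding response more than 3 SD above or below the average of its plate-row segment, actives on both sides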;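 further: Alexa488 bead fluorescence after subtracting the streptavidin-only scavenger bead signal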
MEKK2wt PB1 HTS: raises or lowers MEK5 binding to wildtype human MEKK2 PB1 domain; Q9Y2U5; bead flow cytometry, Alexa488-MEK5 binding to MEKK2 WT; actives lie on both sides; binding response (% of control), % at 10 µM; hit rate 1.1% among 290,000; AID 1531; in the data active means binding response below about 67% or above about 130%
PfM18AAP inh: blocks P. falciparum M18 aspartyl aminopeptidase. inhibition, % at 7.35 µM. AID 1822. hit rate 1.2% among 290,000. recombinant PfM18AAP, H-Glu-NHMec fluorogenic cleavage;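 active means inhibition above the campaign mean inhibition over all tested compounds plus 3 SD, cut at about 28% in these data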;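 further: 0% = plate median of test compound wells and 100% = 2 mM ZnCl2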
MEKK2 mut-MEK5: signal of MEK5 binding to mutant human MEKK2 PB1 domain; AID 1530; percent response, % at 10 µM; hit rate 0.35% among 290,000; bead flow cytometry, Alexa488-MEK5 binding to MEKK2 mutant; in the data active means percent response above about 24%, passing the limit was not always enough; further: inactives centre near 1; some results filed as inactive read as strong as hits; reference of the scale not given here
PHOSPHO1 inh: inhibitors of human PHOSPHO1 phosphatase | inhibition, % at 13.3 µM | Q8TCT1 | AID 1565 | recombinant PHOSPHO1, absorbance phosphatase assay | hit rate 1.1% among 290,000; in the data active means inhibition above about 60%
Target sequence (Q8TCT1 whole entry, looked up): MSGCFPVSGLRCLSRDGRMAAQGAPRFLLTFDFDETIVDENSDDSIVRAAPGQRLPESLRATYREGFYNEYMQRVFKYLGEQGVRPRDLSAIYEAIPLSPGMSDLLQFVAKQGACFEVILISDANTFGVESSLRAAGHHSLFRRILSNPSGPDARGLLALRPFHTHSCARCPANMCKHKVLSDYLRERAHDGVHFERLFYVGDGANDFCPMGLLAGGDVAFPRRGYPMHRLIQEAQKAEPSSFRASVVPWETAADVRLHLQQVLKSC
GPR7 antag: human neuropeptides B/W receptor 1 antagonism | P48145 | GPR7-expressing cells, fluorescence antagonist assay | inhibition, % at 4.4 µM | hit rate 1.1% among 290,000; in the data active means inhibition above about 16%, passing the limit was not always enough;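 further: cells stimulated with the agonist NPW; 0% = agonist with vehicle and 100% = vehicle without agonist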
Target sequence (P48145 whole entry, looked up): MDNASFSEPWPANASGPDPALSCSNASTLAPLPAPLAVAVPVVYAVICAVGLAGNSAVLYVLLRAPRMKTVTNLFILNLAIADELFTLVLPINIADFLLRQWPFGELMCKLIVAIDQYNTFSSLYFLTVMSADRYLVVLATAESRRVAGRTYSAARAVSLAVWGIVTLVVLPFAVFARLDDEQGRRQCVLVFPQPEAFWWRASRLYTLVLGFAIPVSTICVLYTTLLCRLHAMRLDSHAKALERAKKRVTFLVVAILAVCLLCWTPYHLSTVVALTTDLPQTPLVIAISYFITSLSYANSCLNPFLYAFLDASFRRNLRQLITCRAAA
The depositor's hits bear a star; / = not tested or not shown.

SMILES	FID counter	OXTR agonist	NALP1 inh	MEKK3 PB1 HTS	MEKK2wt PB1 HTS	PfM18AAP inh	MEKK2 mut-MEK5	PHOSPHO1 inh	GPR7 antag
Cc1cccc(C(=O)Nc2ccc(C(=O)N3CCCCC3C)cc2)c1 (stereo unspecified)	-45.8	1.1	-5.1	100.0	105.0	9.5	8.0	57.8	-13.8
Cc1c(Cl)cccc1NC(=O)CN1CCC(C(O)(c2ccccc2)c2ccccc2)CC1	16.4	1.6	17.6	95.0	100.0	-5.3	-4.0	-1.3	-11.1
CCOc1ccc(-c2c(C(=O)N/N=C/c3ccco3)nnn2-c2nonc2N)cc1	-15.8	6.2	-2.4	102.0	106.0	12.8	8.0	58.3	-7.2
COc1cccc(N(Cc2nnc3n2CCCCC3)C(=O)Nc2ccccc2F)c1	-13.6	-0.6	9.4	96.0	94.0	-2.8	-3.0	-4.0	-16.5
CCc1cccc(CC)c1NC(=O)COC(=O)c1ccc(F)c(S(=O)(=O)N(CC)CC)c1	-4.9	-1.7	35.5	135.0*	109.0	-6.0	1.0	-11.7	-6.6
CCC(Nc1ccc(OC)cc1)C(=O)N/N=C/c1ccc([N+](=O)[O-])cc1 (stereo unspecified)	0.3	-0.3	26.0	105.0	96.0	-0.7	0.0	19.1	3.0
O=C(O)CC(c1cccc(O)c1)N1Cc2ccccc2C1=O (stereo unspecified)	-6.0	0.7	10.0	99.0	102.0	0.5	4.0	19.9	15.0
N#CC1=C(N)Oc2n[nH]c(-c3cccs3)c2C1c1ccncc1 (stereo unspecified)	1.4	1.6	13.0	110.0	106.0	9.1	0.0	15.9	-4.9
NC(=S)N/N=C/c1ccc(-c2ccc(SC(F)F)cc2)o1	-0.6	-3.0	19.9	82.0	85.0	7.0	-21.0	22.0	-7.3
COc1ccc(S(=O)(=O)n2nc(-c3cc(OC)c(OC)c(OC)c3)cc2N)cc1OC	-5.0	-0.3	-36.7	102.0	100.0	3.7	-3.0	-2.3	-0.7
CCCc1[nH]n(-c2ccc([N+](=O)[O-])cc2)c(=O)c1C(C)=NCc1ccncc1	-0.1	0.1	/	109.0	98.0	-3.0	4.0	-30.1	-4.2
Cc1cccc(C)c1NC(=O)Cn1cc(C=O)c2ccccc21	-5.4	/	-4.8	105.0	105.0	6.0	3.0	49.1	-8.6
COc1ccc2oc(C(=O)OCC(=O)NC3CCCC3)c(C)c2c1	-23.8	-0.4	7.7	103.0	103.0	0.7	1.0	27.6	-17.3
CN(Cc1cnn(C)c1)C(=O)C1CCC(=O)N(C2CCCCCC2)C1 (stereo unspecified)	-11.6	0.6	0.4	106.0	106.0	-7.5	5.0	41.8	-6.8
O=C(CCCSc1nnnn1-c1ccccc1)c1ccc(F)cc1	-8.6	/	11.1	92.0	94.0	-1.6	-4.0	9.4	-6.7
COc1ccc(C(=S)N2CCOCC2)cc1OC(=O)c1ccccc1	-28.6	1.1	6.6	102.0	98.0	16.7	-2.0	10.5	-1.8
Cc1cc(C)c(NC(=S)N(CCN(C)C)Cc2cccs2)c(C)c1	6.2	1.6	4.1	97.0	99.0	1.1	-2.0	-16.9	-24.7
O=C(CN1C(=O)NC2(CCCCCCC2)C1=O)NCc1cccs1	-2.0	-0.3	11.1	97.0	95.0	-10.6	-2.0	9.6	19.5
Cc1cccnc1NC(=O)C1CCC1	-1.8	0.5	8.6	102.0	100.0	-12.8	0.0	-5.8	-10.7
Cc1c(C(=O)NCc2ccccn2)oc2ccc(S(=O)(=O)N3CCC4(CC3)OCCO4)cc12	-28.6	1.2	16.6	94.0	93.0	-0.9	-2.0	-31.7	-6.5
Cc1ccc(NC(=O)c2cc([N+](=O)[O-])ccc2NCc2cccnc2)cc1	-7.9	-2.3	9.1	100.0	99.0	-7.0	-2.0	3.4	-6.7
CSc1ccc(C(=S)N2CCCC2)cc1	-7.5	-0.3	-1.7	103.0	104.0	21.5	4.0	29.1	-11.7
CC(=O)Nc1ncc(Cc2ccc(Cl)cc2Cl)s1	-7.0	1.6	5.9	108.0	106.0	2.3	8.0	28.7	-9.0
O=c1[nH]c(=O)n(Cc2ccco2)c2c1C(C(F)(F)F)(C(F)(F)F)N=C(Cc1ccccc1)N2	-23.2	3.9	4.0	106.0	105.0	-0.1	3.0	32.5	-14.6
CC1C(=O)C(C)C(c2ccco2)NC1c1ccco1 (stereo unspecified)	1.4	0.1	13.0	98.0	93.0	1.0	0.0	-8.4	-3.4
Cc1ccc(N2NC(=O)/C(=C/c3ccc(-c4ccc(Cl)c(C(=O)O)c4)o3)C2=O)cc1C	-9.7	-1.1	9.5	102.0	99.0	6.0	1.0	11.8	-16.6
CCCC(=O)Nc1ccc2c(c1)nc(CCN1CCN(c3ccccn3)CC1)n2C	-18.6	/	18.4	107.0	102.0	-2.9	13.0	27.3	-8.5
S=c1[nH]nc(-c2ccc3ccccc3n2)n1-c1ccccc1Cl	-15.1	-1.8	8.0	106.0	101.0	2.1	1.0	0.7	-8.4
O=C(CSc1nnnn1-c1ccc(F)cc1)Nc1ccccc1F	-8.1	/	9.5	91.0	89.0	-1.3	-3.0	39.0	-11.8
COc1ccc(CCC(=O)Nc2nnc(C(F)(F)F)s2)cc1	-16.9	-0.5	1.4	97.0	101.0	5.9	3.0	13.7	-17.9
CC(=O)Nc1ccc(S(=O)(=O)N/N=C/c2cccnc2)cc1	0.7	0.5	8.6	102.0	104.0	10.3	-1.0	43.1	-2.6
O=C(COc1ccc(S(=O)(=O)Nc2ccccc2)cc1)N1CCOCC1	-3.9	1.8	6.1	101.0	99.0	3.7	-4.0	14.0	1.3
CCOc1cc(C2NC(=O)CCC2[N+](=O)[O-])cc(Br)c1OC (stereo unspecified)	-3.0	-0.2	-65.7	110.0	108.0	-2.9	12.0	24.8	-17.2
CC(C)NC(=O)c1noc2cc([N+](=O)[O-])ccc12	7.6	-0.3	3.5	90.0	86.0	0.3	-7.0	19.4	-5.5
O=C(CSc1n[nH]c(=O)n1-c1cccnc1)Nc1ccccc1Cl	-6.6	0.0	4.8	104.0	114.0	-4.3	8.0	24.0	-5.0
COc1ccc(CCNC(=O)CSC2=Nc3ccccc3C3=NC(C(C)C)C(=O)N23)cc1OC (stereo unspecified)	-23.8	-0.8	-0.7	/	/	1.2	/	20.8	-12.5
Cc1c(/C=N/NC(=O)c2cc(C(C)(C)C)[nH]n2)c2ccccc2n1C	-22.0	-2.6	16.1	94.0	97.0	-3.8	-6.0	23.7	-11.4
CC(=O)c1ccc(NC(=S)N2CCN(CCO)CC2)cc1	0.1	0.3	11.2	103.0	107.0	0.0	3.0	22.9	-14.8
O=C(c1cc(F)ccc1F)C1CCCN(Cc2cccn2-c2ccccn2)C1 (stereo unspecified)	11.1	0.1	/	92.0	95.0	4.7	-2.0	41.2	36.7*
Cc1ccccc1CS(=O)(=O)CC1(O)CCN(C(=O)c2cccc(C(F)(F)F)c2)CC1	-0.9	1.4	36.5	98.0	94.0	-10.9	-3.0	18.0	22.4

Profiles from above. Order of screens: FID counter	OXTR agonist	NALP1 inh	MEKK3 PB1 HTS	MEKK2wt PB1 HTS	PfM18AAP inh	MEKK2 mut-MEK5	PHOSPHO1 inh	GPR7 antag
Shown for `O=c1[nH]c(=O)n(Cc2ccco2)c2c1C(C(F)(F)F)(C(F)(F)F)N=C(Cc1ccccc1)N2` : -23.2	3.9	4.0	106.0	105.0	-0.1	3.0	32.5	-14.6
Shown for `O=C(CSc1nnnn1-c1ccc(F)cc1)Nc1ccccc1F` : -8.1	/	9.5	91.0	89.0	-1.3	-3.0	39.0	-11.8
Shown for `CC(=O)Nc1ccc(S(=O)(=O)N/N=C/c2cccnc2)cc1` : 0.7	0.5	8.6	102.0	104.0	10.3	-1.0	43.1	-2.6

Next results:
SMILES	FID counter	OXTR agonist	NALP1 inh	MEKK3 PB1 HTS	MEKK2wt PB1 HTS	PfM18AAP inh	MEKK2 mut-MEK5	PHOSPHO1 inh	GPR7 antag
O=C(NC(Cc1c[nH]c2ccccc12)C(=O)NCc1ccc(F)cc1)OCc1ccccc1 (stereo unspecified)	-11.5	-1.4	23.5	101.0	104.0	0.0	-3.0	-5.7	-9.1
COc1ccc(C(=O)NNC(=O)CCCCC(=O)NNC(=O)c2ccc(OC)cc2)cc1	-4.6	0.8	-9.4	103.0	99.0	8.0	-1.0	-7.7	-15.9
COCCn1c(SCC(=O)Nc2cc(C)nn2-c2ccccc2)nnc1-c1ccncc1	-8.1	-0.8	3.8	109.0	105.0	4.2	1.0	-11.7	-10.4
Cc1ccc2c(C)c(C(=O)N3CCN(Cc4ccccn4)CC3)oc2c1C	-39.6	-0.1	16.8	110.0	112.0	2.9	16.0	36.6	-20.0
Cc1[nH]ccc(=O)c1OCC(=O)O	1.9	0.6	/	102.0	107.0	-12.9	7.0	-1.4	-11.4
CC(C)N(C(=S)Nc1cc(S(=O)(=O)N2CCOCC2)ccc1Cl)c1ccccc1	-0.7	-1.3	59.3*	107.0	109.0	7.0	3.0	-16.4	-5.9
COC(=O)Cn1nnc(-c2cccc(OC)c2)n1	-1.3	0.9	10.4	92.0	93.0	7.3	0.0	-24.9	-14.1
C=CCn1c(SCc2ccc(Cl)cc2)nc2cc(C(=O)N3CCC(C(N)=O)CC3)ccc2c1=O	0.8	-1.5	15.9	115.0	98.0	-8.0	0.0	1.0	-7.1
COC(=O)NNC(=O)C12CC3CC(CC(C3)C1)C2	-4.4	0.3	20.8	108.0	100.0	-5.0	26.0	-6.6	-8.9
CC(=O)c1c(C)nc(-c2ccc(Cl)cc2Cl)n1O	-0.4	0.1	4.9	97.0	100.0	-5.3	1.0	-10.4	-8.8
Cc1cccc(N(C)c2cc(C)nc3nc(C)nn23)c1	-3.7	0.2	2.2	99.0	101.0	4.9	0.0	-9.5	-5.7
COc1ccc(C(=O)Nc2cc3c(cc2C#N)OCO3)cc1S(=O)(=O)NCc1ccco1	-4.3	-0.4	-13.1	87.0	91.0	1.2	0.0	4.6	-7.2
Cn1ccc(C(=O)N/N=C/c2cccnc2)n1	-5.7	0.4	26.8	95.0	94.0	-5.8	-6.0	28.0	1.4
CSc1ccc(S(=O)(=O)N2CCC(C(=O)Nc3ccc(NC(C)=O)cc3)CC2)cc1	-25.1	-0.5	16.1	102.0	101.0	-2.9	5.0	22.8	2.5
CCCCc1nc(NCCNC(=O)c2ccco2)c(C#N)c2c1CSC(C)(C)C2	-49.1	-2.0	23.2	103.0	94.0	11.2	-3.0	-6.0	-12.6
COc1cccc(CN2CCN(S(=O)(=O)c3ccc(Br)cc3)CC2)c1	-4.1	-1.6	3.1	88.0	88.0	6.3	-6.0	1.0	1.6
COc1ccc(N2C(=O)CSC23C(=O)N(CC(=O)NC2CCCC2)c2ccccc23)cc1 (stereo unspecified)	-38.8	-0.7	12.5	100.0	101.0	-3.1	-2.0	-36.2	-8.9
N#CCC(=O)N/N=C/c1ccc(N2N=C(c3ccccc3)CC2c2ccccc2)cc1 (stereo unspecified)	-23.5	-1.5	4.6	97.0	74.0	26.0	-8.0	12.1	-5.8
COc1ccc(N(CC(=O)Nc2cc(C)ccc2C)S(=O)(=O)c2ccccc2[N+](=O)[O-])c(OC)c1	-16.4	-1.3	7.2	89.0	76.0	-2.8	-13.0	-7.5	0.1
O=c1c2ccccc2nc2c3ccccc3c(NCc3cccnc3)nn12	-1.3	0.4	13.6	106.0	110.0	-8.5	3.0	45.6	-7.7
Cc1cc(C)c(/C=N/NC(=O)c2nnn(-c3nonc3N)c2CN2CCC(C)CC2)c(C)c1	-23.3	-1.5	-7.4	107.0	96.0	-0.9	-3.0	12.1	-35.2
Cc1cc2nc(C3CCN(Cc4nnnn4Cc4cccs4)CC3)[nH]c2cc1C	14.1	-1.9	14.5	96.0	103.0	1.1	-4.0	-3.0	-6.4
